NFkB transloc pot: enhances IL-1B driven NFkB nuclear translocation; AID 819; HUVEC IL-1B NFkB p65 nuclear translocation imaging; activation, % at 2 µM; actives 0.3% (n = 94,000);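 active = activation above 40%, about the mean plus 3 SD, also judged a hit on visual image review; inconclusive = activation above 40% but not a hit on visual review; inactive = activation not above 40% and no visual hit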;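 note: percent activation is computed from the nuclear over cytoplasmic p65 intensity ratio; values of inactives mirror those of a sister screen read the other way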
MRP resist rev: reverses drug resistance mediated by MRP; H69AR cells + 2 uM doxorubicin, CellTiter-Glo, 72 h; differential viability (reversal), % at 10 µM; actives 0.04% (n = 85,000);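 active = viability drop by adding the cancer drug above about 55%, with treated viability meeting a 40% cutoff, limit read from the data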;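 note: viability without doxorubicin minus viability with 2 µM doxorubicin for each compound; larger differential means the compound sensitizes cells more to doxorubicin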
PLAP inhibition: PLAP enzyme inhibitors, biochemical, luminescence, HTS (AID 690). actives 0.08% (n = 96,000). purified PLAP, luminescent substrate; higher % means a stronger effect. one-dose inhibition, % at 20 µM; IC50 in µM for titrated hits; in the data active = a potency from the dose series; inactive = the rest, 99 in 100 with inhibition below about 30%; note: strong numbers were not always called active
IL1B NFkB inh: blocks IL-1B driven NFkB nuclear translocation in HUVEC cells; HUVEC IL-1B NFkB p65 nuclear translocation imaging; actives 0.43% (n = 94,000); inhibition, % at 2 µM;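 active = inhibition above about 30% together with a positive call from visual inspection of the well image, limit read from the data; inconclusive = inhibition above a set limit but visual check negative; inactive = inhibition not above a set limit, visual check negative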;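 note: nuclear over cytoplasmic p65 intensity ratio measured by imaging; 0% = IL-1B stimulated DMSO wells and 100% = unstimulated DMSO wells; values of inactives mirror those of a sister screen read the other way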
Bcl-B displacement: displacers of TR3 peptide from Bcl-B, primary screen, selectivity assay for Bfl-1 inhibitor project, biochemical, fluorescence polarization; FP displacement of FITC-TR3 peptide from Bcl-B; higher % means a stronger effect; displacement, % at 20 µM; hits with a dose series show IC50 in µM; actives 0.11% (n = 96,000);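 active = displacement above 50% at 20 µM plus a fluorescence interference ratio under 1.5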;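 note: plate controls were wells without compound for no effect and wells lacking Bcl-B protein for full effect; a part of the inactive calls stands beside numbers as strong as those of hits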
MRP resist rev cytotoxicity: also measured in MRP resist rev; calls as there; viability, %; H69AR cells, CellTiter-Glo, 72 h; measured here: cytotoxicity without doxorubicin
MRP resist rev with doxorubicin: further read-out of MRP resist rev, marked with its call; viability, %; measured here: viability with 2 uM doxorubicin; active compounds read low
IL1B NFkB inh cell count 2 µM: further read-out of IL1B NFkB inh, marked with its call; cell count; measured here: cells passing quality filter;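 raw number of nuclei counted in each imaged well without normalization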
NFkB transloc pot cell count 2 µM: further read-out of NFkB transloc pot, marked with its call; cell count; measured here: cells passing quality filter
The depositor's hits bear a star; ? = inconclusive; nt = not tested or not shown.

Below each compound – IL1B NFkB inh cell count 2 µM | Bcl-B displacement | IL1B NFkB inh | MRP resist rev | MRP resist rev cytotoxicity | MRP resist rev with doxorubicin | NFkB transloc pot cell count 2 µM | NFkB transloc pot | PLAP inhibition
CCOC(=O)c1nn(-c2ccc(Cl)cc2)c2nc(-c3ccc(C)cc3)c(C#N)c(=O)n12
  194 | -8% | -8 | nt | nt | nt | 194 | 8 | -53%
Cc1cc(NC(=O)CSc2nnc(-c3ccco3)o2)no1
  163 | 0% | -15 | nt | nt | nt | 163 | 15 | -5%
Cn1nc(C(F)(F)F)c(C#N)c1N1CCN(c2cccc(C(F)(F)F)c2)CC1
  74 | -9% | 4 | -13 | 69 | 82 | 74 | -4 | 10%
Cc1ccc(/C(N)=N/OC(=O)N2c3ccccc3Sc3ccccc32)cc1
  168 | nt | -12 | nt | nt | nt | 168 | 12 | nt
O=C(CO/N=C/c1cccc([N+](=O)[O-])c1)Nc1ccc2ccccc2c1
  41 | -22% | -24 | -20 | 68 | 89 | 41 | 24 | -47%
Cc1ccc(Nc2nc(C)cc(C)n2)c(Br)c1
  176 | 0% | -13 | 22 | 100 | 79 | 176 | 13 | -41%
CCOC(=O)c1c(NC(=O)c2ccccc2Br)sc2c1CCc1ccccc1-2
  65 | -4% | -14 | 4 | 80 | 76 | 65 | 14 | 9%
CCOc1ccc(C2C(C(=O)c3cccs3)=C(O)C(=O)N2CCCn2ccnc2)cc1 (configuration not stated)
  105 | 6% | -3 | 0 | 108 | 107 | 105 | 3 | -30%
CCCCCCCCCCCC(=O)NC(C(=O)OCC)C(O)c1cccc([N+](=O)[O-])c1 (configuration not stated)
  92 | -3% | -2 | nt | nt | nt | 92 | 2 | 0%
O=C(N1CCOCC1)n1nnc2ccccc21
  201 | -15% | -2 | nt | nt | nt | 201 | 2 | -9%
COc1cc(N2C(=O)NC3CC2(C)Oc2ccccc23)cc(OC)c1OC (configuration not stated)
  89 | -17% | -5 | nt | nt | nt | 89 | 5 | 6%
COC(=O)c1cc2oc3ccccc3c2n1CC(=O)N1CCCc2ccccc21
  167 | 2% | -11 | 12 | 80 | 68 | 167 | 11 | 14%
O=C(Nc1ccc2oc(-c3ccccc3Cl)nc2c1)c1cncc(Br)c1
  90 | -97% | 9 | -11 | 18 | 29 | 90 | -9 | 5%
Cc1cc(NCc2ccccc2)nc2ccccc12
  75 | nt | -1 | -15 | 56 | 71 | 75 | 1 | nt
O=C1CN(C(=O)c2ccccc2F)c2ccccc2N1
  87 | -9% | 0 | 8 | 101 | 93 | 87 | 0 | 22%

Part of the list above with just IL1B NFkB inh cell count 2 µM and NFkB transloc pot cell count 2 µM:
canonical_smiles	IL1B NFkB inh cell count 2 µM	NFkB transloc pot cell count 2 µM
CCOc1ccc(C2C(C(=O)c3cccs3)=C(O)C(=O)N2CCCn2ccnc2)cc1 (configuration not stated)	105	105
CCCCCCCCCCCC(=O)NC(C(=O)OCC)C(O)c1cccc([N+](=O)[O-])c1 (configuration not stated)	92	92
O=C(N1CCOCC1)n1nnc2ccccc21	201	201
COc1cc(N2C(=O)NC3CC2(C)Oc2ccccc23)cc(OC)c1OC (configuration not stated)	89	89
COC(=O)c1cc2oc3ccccc3c2n1CC(=O)N1CCCc2ccccc21	167	167
O=C(Nc1ccc2oc(-c3ccccc3Cl)nc2c1)c1cncc(Br)c1	90	90

Following part:
Below each compound – IL1B NFkB inh cell count 2 µM | Bcl-B displacement | IL1B NFkB inh | MRP resist rev | MRP resist rev cytotoxicity | MRP resist rev with doxorubicin | NFkB transloc pot cell count 2 µM | NFkB transloc pot | PLAP inhibition
COC(=O)c1ccc(Oc2nc(Nc3ccc(C)c(C)c3)nc(N(C)C)n2)cc1
  164 | -11% | -49 | 10 | 71 | 61 | nt | ? | -51%
c1ccc(Nc2nc(-c3ccccn3)cs2)cc1
  151 | -3% | -14 | -13 | 37 | 51 | 151 | 14 | -36%
CCCn1[nH]cc(SC)c(=O)c1=O
  148 | -12% | -39 | -27 | 59 | 86 | 148 | 39 | 12%
O=C(Nc1ccc2nc(-c3cccnc3)[nH]c2c1)C12CC3CC(CC(C3)C1)C2
  94 | nt | 10 | -3 | 30 | 33 | 94 | -10 | nt
COc1ccc(-n2cc(C(=O)O)c3ccccc3c2=O)cc1
  96 | -6% | 11 | 14 | 99 | 86 | 96 | -11 | 6%
O=C(c1cc2c(s1)-c1ccccc1OC2)N1CCN(c2ccccn2)CC1
  172 | 3% | -4 | 3 | 85 | 82 | 172 | 4 | -7%
O=C(CCS(=O)(=O)c1cccc2nonc12)NCCc1ccccc1
  nt | -8% | nt | 9 | 95 | 86 | nt | nt | 7%
CCC(C)(C)n1nnnc1C(c1cc(OC)ccc1OC)N1CCC(C(N)=O)CC1 (configuration not stated)
  140 | nt | 1 | 4 | 85 | 81 | 140 | -1 | nt
Cc1csc(NC(=O)c2nc(-c3ccccc3)n(-c3ccccc3)n2)n1
  nt | -106% | nt | -46 | 26 | 72 | nt | nt | -182%
O=c1cc(CN2CCOCC2)nc(C2CC2)[nH]1
  155 | -4% | 3 | nt | nt | nt | 155 | -3 | 6%
O=C1NC2CCCCC2NC1CC(=O)N1CCN(c2ccccc2)CC1 (configuration not stated)
  165 | nt | -8 | 3 | 97 | 94 | 165 | 8 | nt
COc1ccccc1Oc1coc2c(CN(C)C)c(O)ccc2c1=O
  142 | -1% | 10 | -9 | 109 | 118 | 142 | -10 | -1%
COc1cc(S(=O)(=O)NCC2CCCO2)c(OC)cc1Cl (configuration not stated)
  96 | 1% | -17 | 4 | 94 | 90 | 96 | 17 | -8%
CNC(=O)c1nnc(Cc2ccc(F)cc2)o1
  157 | -6% | -1 | 21 | 114 | 94 | 157 | 1 | 4%
Cc1cc(=O)[nH]c(SCC(=O)Nc2ccc(Cl)cn2)n1
  93 | -4% | -17 | -9 | 90 | 99 | 93 | 17 | -2%
CC(=O)N(/N=C1\Sc2ccccc2C1=O)c1ccccc1C
  153 | -26% | 3 | -22 | 41 | 63 | 153 | -3 | 3%
CSc1ccccc1NC(=S)Nc1cccc(C(F)(F)F)c1
  130 | 6% | 5 | nt | nt | nt | 130 | -5 | -1%
CCc1ccc(S(=O)(=O)c2n[nH]n3c2nc(=O)c2ccccc23)cc1
  175 | nt | -19 | -12 | 85 | 97 | 175 | 19 | nt
CCOC(=O)c1c(C)c(C(=O)Nc2ccc3c(c2)OCO3)c(C)n1C
  109 | 9% | 0 | -12 | 84 | 96 | 109 | 0 | -20%
Cc1ccc(-n2c(SCc3ccc([N+](=O)[O-])cc3)nc3ccccc3c2=O)cc1
  140 | -9% | -3 | nt | nt | nt | 186 | -6 | 12%
COc1cc(C2Nn3c(nnc3-c3ccccc3OC)S2)ccc1O (configuration not stated)
  172 | nt | 4 | 5 | 86 | 81 | 172 | -4 | nt
CC(C)c1nnc(NC(=O)C2CCN(c3cnccn3)CC2)s1
  114 | nt | 6 | 1 | 85 | 84 | 114 | -6 | nt
CSc1ccccc1C(=O)Nc1nccs1
  181 | -13% | 4 | 5 | 92 | 86 | 181 | -4 | -32%
Oc1c(Br)cc(C2N=C(c3ccccc3Cl)NO2)cc1Br (configuration not stated)
  152 | -2% | -6 | 6 | 99 | 92 | 152 | 6 | 6%
COCCNC(=O)c1cc2c(-c3ccc(Cl)cc3)nn(C)c2s1
  183 | 8% | 0 | -7 | 67 | 74 | 183 | 0 | -37%
Cc1onc(-c2ccccc2Cl)c1C(=O)Nc1ccc2c(c1)OCO2
  141 | -1% | -43 | nt | nt | nt | nt | ? | -6%
CCOc1cc(S(=O)(=O)NCc2ccc(OC)cc2)c(OCC)cc1-n1cnnn1
  81 | 7% | 16 | -42 | 22 | 63 | 81 | -16 | 3%
Cc1ccccc1-n1nnnc1SCc1csc(-c2ccccc2)n1
  145 | -58% | -1 | 21 | 91 | 71 | 145 | 1 | 19%
O=C(CSc1nnc2scc(-c3ccccc3)n12)N1CCCc2ccccc21
  100 | 2% | -2 | 3 | 94 | 91 | 100 | 2 | 13%
CCOc1ccccc1C1CC(c2ccccc2)Nc2nc(N)nn21 (configuration not stated)
  nt | 10% | nt | 5 | 90 | 86 | nt | nt | -58%
COCc1nnc(SCC(=O)NCc2ccccc2)n1-c1ccccc1
  138 | -2% | -19 | 2 | 96 | 94 | 138 | 19 | 14%
CCCCCCn1c(CN2CCN(C(=O)OCC)CC2)nc2c1c(=O)n(C)c(=O)n2C
  62 | nt | 10 | 2 | 53 | 51 | 62 | -10 | nt
Cc1ccc(-c2nc(CSCC(=O)NCc3cccnc3)c(C)o2)cc1
  88 | 6% | 8 | 5 | 94 | 88 | 88 | -6 | 1%
COc1ccc(C2c3sc(=O)[nH]c3SC3C(=O)N(c4ccccc4)C(=O)C32)cc1 (configuration not stated)
  55 | 3% | 1 | nt | nt | nt | 55 | -1 | -22%
CC1(C)Cc2c(c(N3CCOCC3)nc3sc4c(NN)ncnc4c23)CS1
  162 | -3% | -8 | -29 | 46 | 75 | 162 | 8 | -2%
CCOC(=O)c1sc2nc(C3CC3)cc(-c3ccc(F)cc3)c2c1N
  155 | -18% | -24 | nt | nt | nt | 155 | 23 | 2%
COC(=O)c1cc(OC)c(OC)cc1NC(=O)c1cnccn1
  121 | -5% | 3 | -7 | 89 | 96 | 121 | -3 | -6%
COc1ccc(S(=O)(=O)N(C)c2ccc(C(=O)N3CCC(C(N)=O)CC3)cc2)cc1
  95 | -11% | -10 | 9 | 100 | 90 | 95 | 10 | -37%
O=C(CSc1nnc2c(n1)[nH]c1ccccc12)Nc1ccc2c(c1)OCO2
  200 | -7% | 0 | nt | nt | nt | 200 | 0 | -24%
COC(=O)c1ccc(CSc2nc3ccc(C)cc3[nH]2)o1
  183 | -3% | -11 | nt | nt | nt | 183 | 11 | -116%
CN1CCN(c2ccc(Cl)cc2NS(=O)(=O)c2ccccc2Cl)CC1
  129 | 11% | -14 | 6 | 67 | 61 | 129 | 14 | -27%
Cc1ccc(C2=[N+]([O-])C(C)N(O)C2(C)C)o1 (configuration not stated)
  160 | -18% | -14 | 2 | 95 | 92 | 160 | 14 | -52%
COC(=O)c1ccccc1NC(=O)Cn1cnc2cc(C)c(C)cc21
  98 | 2% | -2 | 11 | 97 | 85 | 98 | 2 | -28%
CCCC1Cc2c(sc3nc(SC)nc(N)c23)CO1 (configuration not stated)
  124 | 7% | 3 | nt | nt | nt | 124 | -3 | 13%
COc1cc(C(=O)NCc2ccco2)cc(OC)c1OC
  113 | -6% | -23 | 7 | 100 | 94 | 113 | 23 | 10%
CCCOc1ccc(C(=O)NNC(=S)NC(C)=O)cc1
  155 | 13% | -85 | nt | nt | nt | nt | ? | -37%

Profiles, quoted from the list. Values in the order: IL1B NFkB inh cell count 2 µM	Bcl-B displacement	IL1B NFkB inh	MRP resist rev	MRP resist rev cytotoxicity	MRP resist rev with doxorubicin	NFkB transloc pot cell count 2 µM	NFkB transloc pot	PLAP inhibition
Shown for CCCC1Cc2c(sc3nc(SC)nc(N)c23)CO1 (configuration not stated) → 124	7%	3	nt	nt	nt	124	-3	13%
Shown for Cc1ccc(C2=[N+]([O-])C(C)N(O)C2(C)C)o1 (configuration not stated) → 160	-18%	-14	2	95	92	160	14	-52%

Compound activity (PubChem BioAssay)

Only part of the results is shown, so the mix of outcomes need not match the whole.
